# MEKK2 WT-MEK5 = raises or lowers MEK5 binding to wildtype human MEKK2 PB1 domain | binding response (% of control), % at 10 µM | bead flow cytometry, Alexa488-MEK5 binding to MEKK2 WT; actives lie on both sides | AID 1531 | 290,000 tested, 1.1% active | Q9Y2U5; in the data active = binding response below about 67% or above about 130%
# MEKK2 mut-MEK5 = signal of MEK5 binding to mutant human MEKK2 PB1 domain; bead flow cytometry, Alexa488-MEK5 binding to MEKK2 mutant; percent response, % at 10 µM; 290,000 tested, 0.35% active; in the data active = percent response above about 24%, passing the limit was not always enough; note: inactives centre near 1; some results filed as inactive read as strong as hits; reference of the scale not given here
# NALP1 yeast inh = inhibitors of NALP1 inflammasome in yeast | S. cerevisiae NALP1/ASC/caspase-1 growth, X-gal OD620, 72 h | inhibition, % at 10 µM | 280,000 tested, 0.61% active; in the data active = inhibition mostly above about 24%, no sharp cut-off; inactive = mostly below about 32%; note: some compounds called inactive have numbers as strong as hits
# GalR3 antag = antagonists of human GalR3; O60755; HEK293 GalR3-CNG cAMP membrane potential fluorescence; galR3 body fused to GalR1 C-terminus; inhibition, % at 3 µM; 360,000 tested, 0.44% active; AID 651719;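 active = inhibition above the screen-wide average plus 3 SD, cut at about 13% in these data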;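 note: forskolin and galanin both at EC90 stimulate the cells; cAMP rise reported by CNG channel membrane potential dye signal; 0% = forskolin plus galanin with DMSO and 100% = forskolin alone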
# Target sequence (O60755 1-299 limits assumed): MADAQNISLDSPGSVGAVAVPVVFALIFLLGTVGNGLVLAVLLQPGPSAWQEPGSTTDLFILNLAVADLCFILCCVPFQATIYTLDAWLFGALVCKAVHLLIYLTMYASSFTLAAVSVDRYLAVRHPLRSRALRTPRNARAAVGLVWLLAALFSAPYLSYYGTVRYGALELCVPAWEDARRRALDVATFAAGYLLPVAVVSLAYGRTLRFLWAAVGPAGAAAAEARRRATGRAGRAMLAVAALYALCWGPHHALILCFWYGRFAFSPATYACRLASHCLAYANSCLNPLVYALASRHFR
# GPR7 antagonist = human neuropeptides B/W receptor 1 antagonism | P48145 | GPR7-expressing cells, fluorescence antagonist assay | inhibition, % at 4.4 µM | 290,000 tested, 1.1% active; in the data active = inhibition above about 16%, passing the limit was not always enough;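 note: cells stimulated with the agonist NPW; 0% = agonist with vehicle and 100% = vehicle without agonist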
# OXTR ag = human OXTR agonism; P30559; CHO-OTR cells, Fluo-8 calcium fluorescence; normalized: DMSO 0%, oxytocin 100%; activation, % at 3 µM; 320,000 tested, 0.32% active;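 active = activation above the mean of all tested compounds plus 3 SD, cutoff set per screening run, cut at about 20% in these data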;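 note: peak over basal fluorescence ratio from a 100 s FLIPR kinetic read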
# Target sequence (P30559 whole entry, looked up): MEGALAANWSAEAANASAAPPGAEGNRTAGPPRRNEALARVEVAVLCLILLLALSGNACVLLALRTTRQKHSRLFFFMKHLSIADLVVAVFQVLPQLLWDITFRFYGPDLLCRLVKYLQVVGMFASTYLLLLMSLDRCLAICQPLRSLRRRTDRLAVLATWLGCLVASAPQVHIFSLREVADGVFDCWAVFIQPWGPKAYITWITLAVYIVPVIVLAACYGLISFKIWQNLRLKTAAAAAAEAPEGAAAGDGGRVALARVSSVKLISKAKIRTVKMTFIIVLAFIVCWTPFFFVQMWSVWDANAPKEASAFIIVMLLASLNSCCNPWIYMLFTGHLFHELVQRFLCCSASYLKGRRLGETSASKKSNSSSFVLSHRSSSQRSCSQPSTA
# V1aR counter = V1a receptor agonism, counter-screen for OXTR agonists; P37288; CHO-V1R cells, Fluo-8 calcium fluorescence, agonist mode; 0% DMSO, 100% 3 nM vasopressin; activation, % at 3 µM; 320,000 tested, 0.25% active;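 active = activation above the mean activation of all tested compounds plus 3 SD, per screening run, cut at about 20% in these data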;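 note: signal is peak over basal fluorescence ratio across a 100 second FLIPR read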
# MEKK3 PB1 HTS = MEKK3-MEK5 PB1 interaction, increase or decrease; 290,000 tested, 1.4% active; binding response (% of control), % at 10 µM; bead-based flow cytometry, Alexa488-MEK5 binding to MEKK3; actives lie on both sides; 0 = blocked by unlabeled MEK5, 100 = vehicle; Q99759;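 active = binding response more than 3 SD above or below the average of its plate-row segment, actives on both sides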;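 note: Alexa488 bead fluorescence after subtracting the streptavidin-only scavenger bead signal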
# PHOSPHO1 block = PHOSPHO1 (human) inhibition; recombinant PHOSPHO1, absorbance phosphatase assay; inhibition, % at 13.3 µM; AID 1565; 290,000 tested, 1.1% active; Q8TCT1; in the data active = inhibition above about 60%
# Target sequence (Q8TCT1 whole entry, looked up): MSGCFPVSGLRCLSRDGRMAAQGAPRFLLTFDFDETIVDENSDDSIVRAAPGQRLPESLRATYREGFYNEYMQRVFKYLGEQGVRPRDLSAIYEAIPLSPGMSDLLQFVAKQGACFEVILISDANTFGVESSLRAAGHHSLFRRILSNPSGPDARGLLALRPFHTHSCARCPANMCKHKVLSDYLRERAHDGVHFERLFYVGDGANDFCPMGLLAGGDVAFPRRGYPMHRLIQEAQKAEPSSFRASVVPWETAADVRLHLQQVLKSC
# * = called active by the depositor; nt = no result given. Compounds as they come; any-hit rate near 5.4%.
# Preview:
(1) CCc1ccc(C2C(C#N)=C(N)N(N(C)C)C3=C2C(=O)CCC3)s1 (configuration not stated)
(2) C/C(Cc1ccccc1)=N\NC(=O)CNC(=O)Cc1ccc(Cl)cc1
(3) CC(C)CNC(=O)CC(c1ccccc1)c1ccccc1
(4) CC(C)(C)OC(=O)N1CCN(C(=O)c2[nH]cnc2C(=O)N[C@@H](Cc2ccccc2)C(=O)OCc2ccccc2)CC1
(5) CCOC(=O)N1CCN(c2nc3ccccc3nc2C(C#N)C(=O)NCCc2ccccc2)CC1 (configuration not stated)
(6) N#Cc1cc2c(nc1SCC(=O)N1CCCCC1)CCCCC2
(7) NC(=O)C1CCN(C(=O)Cc2ccsc2)CC1

Compound	1	2	3	4	5	6	7
MEKK2 WT-MEK5	105	93	94	95	92	103	104
MEKK2 mut-MEK5	-2	-3	-9	-11	-12	-2	13
NALP1 yeast inh	13	-9	21	17	3	6	-5
GalR3 antag	-11	-4	-2	-2	0	-5	-2
GPR7 antagonist	-9	-19	-11	-6	4	-22	-10
OXTR ag	-0.9	-0.6	-2.1	-0.1	-0.4	-1.8	-0.1
V1aR counter	-0.4	0.3	-1.0	-0.8	1.2	2.6	1.0
MEKK3 PB1 HTS	99	93	96	100	91	98	100
PHOSPHO1 block	-11	29	-10	4	-16	-36	15

# All compounds of this part, repeating the preview:
(1) CCc1ccc(C2C(C#N)=C(N)N(N(C)C)C3=C2C(=O)CCC3)s1 (configuration not stated)
(2) C/C(Cc1ccccc1)=N\NC(=O)CNC(=O)Cc1ccc(Cl)cc1
(3) CC(C)CNC(=O)CC(c1ccccc1)c1ccccc1
(4) CC(C)(C)OC(=O)N1CCN(C(=O)c2[nH]cnc2C(=O)N[C@@H](Cc2ccccc2)C(=O)OCc2ccccc2)CC1
(5) CCOC(=O)N1CCN(c2nc3ccccc3nc2C(C#N)C(=O)NCCc2ccccc2)CC1 (configuration not stated)
(6) N#Cc1cc2c(nc1SCC(=O)N1CCCCC1)CCCCC2
(7) NC(=O)C1CCN(C(=O)Cc2ccsc2)CC1
(8) O=C(CN1C(=O)NC2(CCCCCC2)C1=O)N1CCN(S(=O)(=O)c2ccccc2)CC1
(9) COc1ccc(NC(=O)CCNC(=O)C2CCN(S(=O)(=O)c3ccc(OC)cc3)CC2)cc1
(10) O=S(=O)(NCc1ccc(Cl)cc1)c1cnc[nH]1

Compound	1	2	3	4	5	6	7	8	9	10
MEKK2 WT-MEK5	105	93	94	95	92	103	104	91	106	99
MEKK2 mut-MEK5	-2	-3	-9	-11	-12	-2	13	-10	3	-2
NALP1 yeast inh	13	-9	21	17	3	6	-5	16	6	14
GalR3 antag	-11	-4	-2	-2	0	-5	-2	-6	2	-3
GPR7 antagonist	-9	-19	-11	-6	4	-22	-10	-15	-4	-4
OXTR ag	-0.9	-0.6	-2.1	-0.1	-0.4	-1.8	-0.1	0.0	-0.5	0.4
V1aR counter	-0.4	0.3	-1.0	-0.8	1.2	2.6	1.0	-0.1	0.5	0.0
MEKK3 PB1 HTS	99	93	96	100	91	98	100	108	103	102
PHOSPHO1 block	-11	29	-10	4	-16	-36	15	17	18	7

(11) Cc1ccc(C(=O)NCCc2nnc(SCC(=O)Nc3nc(-c4ccccc4)cs3)n2C)cc1
(12) CCOc1ccc(Oc2c(/C=N/NC(=O)C3CC3)c(C)nn2-c2ccccc2)cc1
(13) CCOC(=O)c1ccc(N=Cc2c(O)c3ccccc3oc2=O)cc1
(14) CCOc1ccc(NCc2cccn2-c2nnc(N3CCC(C(=O)NCCCN4CC(C)CC(C)C4)CC3)s2)cc1 (configuration not stated)
(15) COc1ccccc1CNC(=O)[C@H](NC(=O)C1CCN(C(=O)[C@@H](N)CCSC)CC1)C(C)C
(16) N#Cc1c(-c2ccco2)cc(-c2ccc(F)cc2)nc1N
(17) CC(=O)Nc1ccc2c(c1)CCC2=O
(18) CCc1ccc(/C=C(\C)C(=O)c2c(C)cc(C)[nH]c2=O)cc1
(19) Cc1cccc(N(CC(=O)NC2CCCC2)C(=O)CCC(=O)Nc2nc(C)cs2)c1
(20) O=C(CC(n1cncn1)C(Cl)(Cl)Cl)c1ccc([N+](=O)[O-])cc1 (configuration not stated)

Compound	11	12	13	14	15	16	17	18	19	20
MEKK2 WT-MEK5	105	102	97	137*	100	97	nt	90	100	108
MEKK2 mut-MEK5	3	-2	-1	23	3	2	nt	-7	5	6
NALP1 yeast inh	3	26	3	-5	5	13	nt	24	5	2
GalR3 antag	-4	8	-10	-8	-1	-1	-2	-4	-8	-6
GPR7 antagonist	-9	-4	1	-4	3	-9	14	12	3	2
OXTR ag	-0.6	-2.4	-1.0	1.4	-1.1	-0.8	0.8	-1.3	5.3	2.7
V1aR counter	0.2	-0.8	1.6	1.2	-0.3	-0.1	-0.1	-1.1	4.4	4.0
MEKK3 PB1 HTS	107	131*	99	105	101	103	nt	92	100	109
PHOSPHO1 block	-12	6	42	-16	3	-7	12	5	28	11

(21) CCc1nc2ccccc2c(C(=O)OC2CCCCC2=O)c1C (configuration not stated)
(22) CN(c1cccc(NC(=O)c2ccc(C(C)(C)C)cc2)c1)S(C)(=O)=O
(23) CN1C(=O)/C(=C/c2ccc(OCc3ccccc3F)cc2)N(C)C1=S
(24) O=C(CCc1nc(-c2ccccc2)no1)NCc1ccco1
(25) COc1ccc(S(=O)(=O)N2CCCC2C(=O)Nn2cnnc2)cc1 (configuration not stated)
(26) O=C(CCNS(=O)(=O)c1c(Cl)cccc1Cl)OCC(=O)c1ccccc1F
(27) CCn1c(C(=O)N2CCC(Cc3ccccc3)CC2)cc2sccc21
(28) CCOC(=O)c1c(C)nc2c(c1-c1cc(OC)c(OC)c(OC)c1)C(=O)c1ccccc1-2
(29) Cc1sc2ncn(CC(=O)N3CCN(c4ccccn4)CC3)c(=O)c2c1S(=O)(=O)N1CCCCC1
(30) Cc1ccc(-c2ccc(=O)n(CCC(=O)N3CCN(c4ccccc4)CC3)n2)cc1

Compound	21	22	23	24	25	26	27	28	29	30
MEKK2 WT-MEK5	101	101	101	103	95	91	96	97	100	101
MEKK2 mut-MEK5	0	-2	3	4	-6	-4	-2	-4	-1	-2
NALP1 yeast inh	-10	7	3	1	6	33	2	-1	8	26
GalR3 antag	-3	-7	-5	-3	0	-1	-4	1	-8	-8
GPR7 antagonist	-3	14	-12	1	-15	-8	-8	5	-12	-4
OXTR ag	-1.9	3.9	-0.7	-0.1	-0.4	6.0	-0.8	-2.0	-0.7	-2.3
V1aR counter	-0.6	4.1	0.4	-1.2	0.1	7.2	-0.3	-1.4	-0.2	-2.2
MEKK3 PB1 HTS	106	103	104	102	103	88	100	98	102	102
PHOSPHO1 block	48	32	14	18	-31	-13	16	6	22	1

(31) O=S(=O)(NCC(c1ccccc1)N1CCC(O)CC1)c1ccc(Cl)cc1 (configuration not stated)
(32) COC(=O)C1C(=O)/C(=C/N(C)C)C(=O)CC1(C)C (configuration not stated)
(33) CCCc1cc2c(cc1NC(=O)c1ccccc1C)OCO2
(34) CCn1c(=O)cc(SCC(=O)N2CCN(c3ccccn3)CC2)c2ccccc21
(35) O=C1CCC(C(=O)OCC(=O)c2c[nH]c3ccccc23)=NN1
(36) NC(=O)c1ccccc1NC(=O)c1ccccc1F
(37) Cc1ccc(C)c(-n2c(-c3csc(C)c3C)n[nH]c2=S)c1
(38) CCCC(C)C(=O)Nc1ccc(NC(C)=O)cc1 (configuration not stated)
(39) Cc1cc2cc(C(c3nnnn3C3CCCC3)N(Cc3cccnc3)Cc3ccco3)c(=O)[nH]c2cc1C (configuration not stated)
(40) COc1cccc(C(=O)/C=C/Nc2ccc(S(=O)(=O)Nc3cccc(C(C)=O)c3)cc2)c1

Compound	31	32	33	34	35	36	37	38	39	40
MEKK2 WT-MEK5	93	102	97	nt	101	102	103	99	85	101
MEKK2 mut-MEK5	7	5	-2	nt	-2	7	4	1	-7	9
NALP1 yeast inh	33	-7	12	-3	2	22	23	26	-5	-5
GalR3 antag	-9	-4	-2	-5	-3	-4	-7	-2	-5	-9
GPR7 antagonist	10	-6	3	4	-9	2	-13	-2	-11	15
OXTR ag	1.8	0.6	1.0	nt	0.8	-0.1	-2.3	-1.0	-1.7	5.4
V1aR counter	1.1	0.7	0.0	nt	1.0	0.0	1.2	1.3	0.2	4.9
MEKK3 PB1 HTS	86	104	97	nt	102	104	104	101	86	106
PHOSPHO1 block	40	2	38	0	-6	1	16	1	83*	43

(41) Cc1csc(NC(=O)Cc2c[nH]c3ccccc23)n1
(42) CCOc1ccc(C(=O)Nc2nnc(C)s2)cc1OCC
(43) COc1ccc(OC)c(N(CC(=O)Nc2cccnc2)S(=O)(=O)c2ccccc2)c1
(44) CCOC(=O)CN1C(=O)N[C@@H](c2ccc(Br)cc2)C(C(C)=O)=C1C
(45) CCN(C(=O)CSc1nc2ccccc2n1CCc1ccccc1)C1CCS(=O)(=O)C1 (configuration not stated)
(46) CC(C)C(NC(=O)OCc1ccccc1)C(=O)NCc1ccc(C(=O)O)cc1 (configuration not stated)
(47) CC1(C)C2([N+](=O)[O-])CN(CCO)CC1([N+](=O)[O-])CN(CCO)C2
(48) C[C@@H]1CCC[C@@]2(O[C@H](CCO)C[C@H](O)[C@H]2O)O1
(49) COc1ccc(-n2cnc3cc(NCc4ccco4)ccc32)cc1
(50) CC1Cn2c(nnc2-c2cc3ccccc3cc2O)S1 (configuration not stated)

Compound	41	42	43	44	45	46	47	48	49	50
MEKK2 WT-MEK5	97	98	97	97	98	104	102	103	101	110
MEKK2 mut-MEK5	-2	3	-3	-3	3	-1	7	1	4	6
NALP1 yeast inh	16	0	-13	15	7	31	19	nt	-5	24
GalR3 antag	0	1	-4	nt	-2	2	-5	-1	nt	2
GPR7 antagonist	-18	-10	-2	0	0	-3	-8	nt	3	0
OXTR ag	0.6	0.1	0.9	nt	-0.1	-0.8	1.3	0.7	0.8	2.8
V1aR counter	3.6	1.8	1.0	nt	3.0	1.3	0.9	0.6	0.5	4.5
MEKK3 PB1 HTS	94	100	95	102	99	105	109	104	100	115
PHOSPHO1 block	8	-18	24	11	3	-8	4	nt	7	-16

(51) Cc1nnc(N2CCN(Cc3ccccc3)CC2)[nH]c1=O
(52) Cc1oc(-c2ccc(-c3ccccc3)cc2)nc1CN1CCN(CC(=O)N(C)C)CC1
(53) Cc1cc(C)c(C#N)c(SCc2nnc(-c3ccccc3)o2)n1
(54) O=C(C1CC(=O)N(C2CCCCC2)C1)N1CCN(c2cccc(C(F)(F)F)c2)CC1 (configuration not stated)
(55) C[C@H](NC(=O)C1CC(=O)N(c2ccc3c(c2)OCO3)C1)C(=O)NC1CCCCC1 (some centres not stated)
(56) NC(Cc1c[nH]c2ccccc12)C(=O)NCc1ccccc1 (configuration not stated)

Compound	51	52	53	54	55	56
MEKK2 WT-MEK5	102	100	97	101	99	103
MEKK2 mut-MEK5	4	-7	-1	2	-2	0
NALP1 yeast inh	14	10	27	7	31	13
GalR3 antag	-4	-4	-2	-2	4	-10
GPR7 antagonist	-6	-14	0	-7	-3	6
OXTR ag	0.0	0.8	0.4	8.5	0.3	0.4
V1aR counter	0.7	1.3	5.0	7.5	0.1	0.7
MEKK3 PB1 HTS	100	103	100	96	100	95
PHOSPHO1 block	5	-22	2	nt	34	45

# An excerpt from above in order of their number in MEKK2 WT-MEK5, lowest first.
entry	molecule	MEKK2 WT-MEK5
27	CCn1c(C(=O)N2CCC(Cc3ccccc3)CC2)cc2sccc21	96
52	Cc1oc(-c2ccc(-c3ccccc3)cc2)nc1CN1CCN(CC(=O)N(C)C)CC1	100
9	COc1ccc(NC(=O)CCNC(=O)C2CCN(S(=O)(=O)c3ccc(OC)cc3)CC2)cc1	106
